AGP1 TOR yeast – modulators of AGP1-GFP expression in yeast TOR pathway, primary screen, cell-based, multiplex flow cytometry, S. cerevisiae, MLPCN library. 3 h; GFP as percent of DMSO wells. GFP response vs DMSO, % at 10 µM. 320,000 compounds, 0.02% hits. AID 2066, 2009;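 active means GFP response relative to DMSO above a set limit, near screen average plus 3 SD, cut at about 150% in these data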;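 further: median GFP channel fluorescence of the gated AGP1 strain per well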
RPL19A TOR yeast – RPL19A-GFP expression modulators in yeast, primary screen, cell-based, S. cerevisiae, multiplex flow cytometry, MLPCN | percent response vs DMSO, % at 10 µM | 330,000 compounds, 0.3% hits | S. cerevisiae RPL19A-GFP strain, 3 h; active compounds read low;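 active means percent response vs DMSO below 50%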;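 further: median channel GFP fluorescence of the barcoded RPL19A-GFP strain; ratio of sample median GFP to plate DMSO average so 100% = DMSO; lower means less RPL19A-GFP as with rapamycin TOR inhibition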
MEP2 TOR yeast – modulators of MEP2-GFP levels in yeast, primary screen, S. cerevisiae, multiplex flow cytometry, MLPCN library. S. cerevisiae MEP2-GFP strain, 3 h; 100% = DMSO control level. GFP response vs DMSO, % at 10 µM. 330,000 compounds, 0.51% hits. AID 2016, 2009;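 active means GFP response versus DMSO above a set limit, roughly screen mean plus 3 SD, cut at about 180% in these data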;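 further: median GFP fluorescence of the barcode-gated MEP2-GFP cells per well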
CIT2-GFP yeast – modulators of CIT2-GFP expression in yeast, primary screen, S. cerevisiae, GFP fusion, multiplex flow cytometry, MLPCN library. S. cerevisiae CIT2-GFP strain, 3 h; 100 means same as DMSO wells. GFP response vs DMSO, % at 10 µM. 320,000 compounds, 0.065% hits. AID 2029, 2009;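 active means GFP response relative to DMSO above a set limit, near the screen mean plus 3 SD, cut at about 150% in these data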;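 further: ratio of well median GFP fluorescence to mean of DMSO wells on the plate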
GASC-1 inh – inhibitors of GASC-1 histone demethylase, primary screen, biochemical, fluorescence, DELFIA europium. Lysine-specific demethylase 4C (Homo sapiens), Q9H3R0. GST-JMJD2C(1-420) H3K9me3 demethylation. inhibition, % at 2.35 µM. 330,000 compounds, 0.069% hits. AID 2099, 2009;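 active means more than half of a compound's replicate wells show inhibition beyond 50%, single wells judged on their own value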;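 further: signal counts dimethyl H3K9 product captured on neutravidin plate; 0% = median of DMSO wells and 100% = 0.3 times that DMSO median; strong numbers were not always called active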
Target sequence (Q9H3R0 1-420 limits assumed): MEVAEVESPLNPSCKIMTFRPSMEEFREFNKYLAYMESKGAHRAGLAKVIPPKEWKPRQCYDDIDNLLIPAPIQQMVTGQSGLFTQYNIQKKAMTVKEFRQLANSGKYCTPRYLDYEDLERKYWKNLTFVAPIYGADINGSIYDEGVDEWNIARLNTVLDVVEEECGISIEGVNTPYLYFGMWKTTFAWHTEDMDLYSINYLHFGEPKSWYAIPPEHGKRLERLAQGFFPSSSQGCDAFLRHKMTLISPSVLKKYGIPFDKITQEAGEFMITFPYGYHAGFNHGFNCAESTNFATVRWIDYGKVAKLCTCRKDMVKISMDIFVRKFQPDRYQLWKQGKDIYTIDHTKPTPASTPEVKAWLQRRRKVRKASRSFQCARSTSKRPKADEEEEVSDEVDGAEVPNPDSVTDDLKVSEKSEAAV
GRK2 aptamer HTS – compounds blocking aptamer binding on GRK2 – biochemical, human GRK2, bead flow cytometry, HTS, primary screen | Beta-adrenergic receptor kinase 1 (Homo sapiens), P25098 | FAM-aptamer displacement from GRK2 | inhibition of aptamer binding, % at 10 µM | 330,000 compounds, 0.59% hits;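 active means inhibition of aptamer binding above 40%, roughly 3 SD of noise, on plates passing a quality check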;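 further: median bead fluorescence of bound FAM aptamer so fluorescent compounds give negative values; no value below 0 was filed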
LAP4-GFP MLPCN – modulators of LAP4-GFP expression in yeast, primary screen, S. cerevisiae, multiplex flow cytometry, MLPCN library | 3 h; median GFP as percent of DMSO wells | GFP response vs DMSO, % at 10 µM | 320,000 compounds, 0.34% hits | AID 2023, 2009;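 active means GFP response vs DMSO above a set limit, about the screen mean plus 3 SD, cut at about 150% in these data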
VLA-4 inh – inhibition in human VLA-4 binding assay, primary screen, VLA-4 allosteric modulator project, MLPCN library, flow cytometry, VLA-4 expressing cells | AID 2557, 2010 | 330,000 compounds, 0.2% hits | inhibition, % (about 7 µM as worked out from the volumes in the protocol) | Integrin alpha-4 (Homo sapiens), P13612 | ligand binding flow cytometry; in the data active means inhibition above about 50%
* hit, by the source's call; i = inactive; x = no result given; [ ] = another dose, or the depositor's remark.

SMILES	AGP1 TOR yeast	RPL19A TOR yeast	MEP2 TOR yeast	CIT2-GFP yeast	GASC-1 inh	GRK2 aptamer HTS	LAP4-GFP MLPCN	VLA-4 inh
COCCCN1C(=O)C(O)=C(C(C)=O)C1c1ccccn1 (stereo not drawn)	99.6	97.3	100.4	121.9	4.8	0.0	98.7	1.8
CCc1ccc(NC(=O)C(=O)NCCOc2ccccc2Cl)cc1	94.5	89.8	99.6	90.0	1.4	0.0	96.3	-0.6
Cc1ccccc1C(=O)N=c1ccn(-c2nc3ccccc3nc2NS(=O)(=O)c2ccccc2)cc1	99.1	99.5	96.6	103.2	-8.2	4.0	97.2	-2.0
CC1CN(c2oc(-c3cccs3)nc2C#N)CC(C)O1 (stereo not drawn)	92.9	99.2	101.3	101.3	-11.3	1.0	92.5	4.1
CCN(CC)c1ccc(C(=O)NNC(=O)CCc2nc3ccccc3c(=O)[nH]2)cc1	97.4[may fluoresce green]	97.5[may fluoresce green]	100.6[may fluoresce green]	107.8[may fluoresce green]	-7.4	0.0	97.7[may fluoresce green]	2.9
COC(=O)C1C(O)=CC(=O)CC1C (stereo not drawn)	93.4	98.3	100.4	114.0	-17.7	0.0	96.0	16.5
O=C(N/N=C/c1cccs1)c1c[nH]c2ccccc12	106.1	102.2	103.3	98.9	7.3	0.0	97.0	8.3
O=C(CCn1c(=O)oc2ccccc21)N1CCN(c2ccccc2Cl)CC1	96.1	96.8	98.8	96.2	2.2	8.0	99.3	-15.2
Cc1c(N2C(=O)CS/C2=N\N=C\c2ccc(Cl)cc2)c(=O)n(-c2ccccc2)n1C	91.8	96.3	92.6	95.3	-1.0	0.0	95.7	10.8
O=C(CCNC(=O)C1CCN(S(=O)(=O)c2ccccc2)CC1)NCCc1cccc(F)c1	111.2	107.5	114.5	116.2	3.5	11.0	104.0	0.7
COC(=O)c1ccc(/C=N\N2CCN(c3ccccc3)CC2)cc1	105.2	103.7	100.2	104.1	-9.7	0.0	98.3	7.0
COc1cc(/C=C2\C(=N)N3N=C(S(C)(=O)=O)SC3=NC2=O)ccc1OCCOc1ccccc1C	29.6	88.2	106.9	95.0	5.0	2.0	x	-0.7
CN=C(Nc1ccc(Br)cc1)SC1CC(=O)N(c2ccc(OC)cc2)C1=O (stereo not drawn)	100.6	102.4	98.0	98.8	-4.0	0.0	99.7	5.8
Cn1cnnc1SCC(=O)NN1C(=O)NC(C)(c2ccccc2)C1=O (stereo not drawn)	100.6	98.9	95.3	91.7	5.7	20.0	86.5	4.4
COC(=O)c1nn(-c2ccccc2)c(-c2ccccc2)c1C(=O)c1ccccc1	88.5	94.8	96.8	86.6	-4.9	0.0	90.7	20.7
Cc1oc(-c2cc(F)ccc2F)nc1CN1CCCN(C(=O)c2ccco2)CC1	92.2	97.3	99.5	102.3	-6.6	0.0	100.8	5.6
Cc1ccc(C(=O)OCC(=O)NC(=O)c2ccc(C(C)(C)C)cc2)c(O)c1	100.2	91.5	94.9	95.4	7.8	3.0	97.6	-1.4
COc1ccc(CN2CCN(CCc3ccccc3)C(CCO)C2)cc1Cn1cncn1 (stereo not drawn)	101.5	107.0	93.5	95.7	-5.5	0.0	92.2	-2.8
Cn1c(=O)[nH]c(=O)c2c1nc(NCc1ccccc1)n2CCCc1ccccc1	94.8	99.6	115.6	95.0	13.9	6.0	102.0	6.4
Cc1c(C(=O)OCC(=O)NCc2ccco2)oc2ccccc12	95.7	96.2	97.1	87.6	6.4	0.0	109.1	8.0

Next part, overlapping the part above by 2 compounds.
SMILES	AGP1 TOR yeast	RPL19A TOR yeast	MEP2 TOR yeast	CIT2-GFP yeast	GASC-1 inh	GRK2 aptamer HTS	LAP4-GFP MLPCN	VLA-4 inh
Cn1c(=O)[nH]c(=O)c2c1nc(NCc1ccccc1)n2CCCc1ccccc1	94.8	99.6	115.6	95.0	13.9	6.0	102.0	6.4
Cc1c(C(=O)OCC(=O)NCc2ccco2)oc2ccccc12	95.7	96.2	97.1	87.6	6.4	0.0	109.1	8.0
O=C(O)CCN1c2ccccc2Sc2ccccc21	94.8	101.2	104.7	90.2	-6.1	2.0	100.2	2.3
COc1ccc(N(CC(=O)N/N=C/c2ccc3c(c2)OCO3)S(=O)(=O)c2ccccc2)cc1	85.8	107.7	113.1	87.6	-3.5	2.0	95.3	3.0
COc1cc(/C=C/C(=O)OCC(=O)Nc2ccc3c(c2)OCO3)ccc1O	95.3	102.1	95.0	94.7	-2.2	1.0	98.8	-7.9
N#C/C(=N\Nc1ccc(Br)cc1)C(=N)N1CCOCC1	90.2	107.1	99.5	101.9	3.5	0.0	96.2	-1.0
COC(=O)c1ccccc1NC(=O)c1ccc2c(c1)OCCCO2	94.4	107.4	100.8	107.0	-4.7	5.0	83.7	-5.8
CCOC(=O)/C(=N\Nc1ccc(C(C)=O)cc1)c1csc(Nc2ccccc2)n1	107.5	106.5	108.0	109.5	-140.7	0.0	99.9	-19.0
COc1ccc(OC)c(-n2c(=S)[nH]c3c(sc(=S)n3-c3ccccc3C)c2=O)c1	99.7	95.0	98.7	93.9	1.6	1.0	96.7	8.6
O=C1C(C=Nc2ccccc2O)=C(O)c2ccccc21	103.5	97.3	100.8	103.5	0.2	0.0	104.5	-24.7
CC(=O)c1c(NC(=O)C(C)C)nc(C)nc1-c1ccccc1	87.3	89.6	91.0	84.3	2.6	0.0	90.0	5.0
Cc1c(CBr)[n+](=O)c2c(n1[O-])C(Br)CCC2Br (stereo not drawn)	88.6	92.7	107.0	92.2	-5.4	0.0	93.7	32.8
O=C(/C=C/c1cccc([N+](=O)[O-])c1)Nc1ccc(NC(=O)c2cccs2)cc1	100.1	97.0	93.2	84.1	8.9	0.0	99.6	5.8
O=C1c2ccccc2C(=O)N1CCSc1ncn[nH]1	104.0	103.3	101.5	93.5	0.7	4.0	107.5	-0.6
Cc1ccccc1C(=O)N/N=C1\SCC(=O)N1Cc1ccco1	98.3	100.4	98.1	113.0	-31.6	1.0	98.0	9.6
C/C=C/C=C/[C@H]1Cc2cc(O)cc(O)c2O1	106.8	100.0	107.3	107.0	166.6	0.0	98.7	-6.5
CC(C)c1nc2n[nH]c(N)c2c2c1CCCC2	99.3	99.5	99.4	96.3	2.4	5.0	102.5	13.8
N#CC(c1ccccn1)(c1ncc(C(F)(F)F)cc1Cl)N1CCOCC1 (stereo not drawn)	100.3	101.0	103.1	x	-9.2	0.0	93.4	5.9
O=C(CNC(=O)COc1ccccc1)NCc1ccccc1F	103.8	109.9	115.0	109.1	1.5	0.0	108.0	26.4
CC1CCN(Cc2nnnn2CCCC(=O)NCCN2CCOCC2)CC1	108.6	111.0	106.0	103.5	6.5	0.0	103.7	0.2
Cc1cc2c(cc1C)C(c1ccccc1Br)CC(=O)N2 (stereo not drawn)	106.8	105.2	99.5	106.5	-17.2	1.0	97.2	6.7
CS(=O)(=O)c1ccc(Cl)c(NC(=O)COC(=O)c2ccc(F)cc2Cl)c1	116.3	96.0	102.5	109.3	-2.9	2.0	108.1	-9.1
O=C(Nc1nc(-c2cccs2)cs1)C1=COCCO1	109.2	99.0	113.4	101.7	-2.9	0.0	124.1	14.2
CCN1CCC2(CC1)C(C#N)=C(N)Oc1c2sc2nc(C)cc(C)c12	99.2	97.6	98.1	104.9	8.5	0.0	95.9	-1.8
COCCN(CC(=O)Nc1cccc(C)c1C)C(=O)c1oc2c(Cl)cccc2c1C	108.4	104.7	107.5	103.3	0.3	0.0	110.2	-21.3
CCOc1ccc(NC(=S)N2CCN(S(=O)(=O)c3ccc(C)cc3)CC2)cc1	96.2	111.8	105.9	102.5	21.8	0.0	89.0	-0.2
CCc1ccc(NC(=S)N(CCC(C)C)C2CCN(C(C)=O)CC2)cc1	98.3	104.6	103.8	100.0	-2.6	1.0	89.9	8.3
C=CCC(NCc1ccco1)c1ccc(OC)c(OC)c1 (stereo not drawn)	97.3	95.9	96.9	89.0	-5.8	0.0	98.2	8.0
CCN(CC)c1ccc(/C=N/NC(=S)NC)c(O)c1	86.5	91.7	87.4	86.0	1.2	0.0	90.0	-94.8
O=C(CSc1nnnn1Cc1ccccc1)NC1CCCCC1	98.6	100.9	104.5	98.3	-5.3	0.0	99.0	-8.7
CC(C)NC(=O)COc1coc(CN2CCN(Cc3ccccc3)CC2)cc1=O	104.6	99.6	114.0	104.1	i	1.0	100.8	-0.4
CN(C)CCCNC(NC(=O)/C=C/c1ccccc1)C(Cl)(Cl)Cl (stereo not drawn)	101.1	96.0	93.2	93.6	-27.3	0.0	103.3	-8.5
CCOC(=O)c1[nH]c2ccccc2c1NC(=S)Nc1cccc(C)c1	107.8	104.5	100.6	106.0	-11.3	0.0	106.4	-10.8
O=C(NC(=O)N1CCN(c2ccccc2F)CC1)c1ccccc1	93.5	96.7	96.5	89.8	-3.3	0.0	98.8	-15.1
O=C1CSC(c2ccccc2)N1c1cccnc1 (stereo not drawn)	x	102.3	107.4	x	-19.4	0.0	x	-2.6
CCN(CC)C(=O)c1cccc2c1C(=O)c1ccccc1-2	94.5	95.3	94.2	88.2	-1.1	0.0	92.5	9.3
CCOc1cc(C(=O)N/N=C\c2cn(CC)nc2C)cc(OCC)c1OCC	103.5	108.5	85.1	106.7	0.6	0.0	101.9	1.2
O=C(CCCc1nc(-c2ccccc2)no1)N1CCOCC1	107.2	106.0	105.1	103.5	2.5	0.0	102.1	22.8
Cc1cc(/C=C2\C(=N)N3N=C(C(C)C)SC3=NC2=O)c(C)n1Cc1ccccc1	105.1	96.9	95.1	95.9	4.4	0.0	107.2	20.9
COCCN(C(=S)Nc1cccc(OC)c1)C1CCN(C(C)=O)CC1	88.6	93.3	76.4	76.6	-10.2	0.0	84.9	3.0
CS(=O)(=O)N1CCC(C(=O)Nc2ccc(F)cc2)CC1	96.8	107.3	97.5	103.2	-13.5	2.0	93.4	-12.2
Cc1cc(C)c(S(=O)(=O)N2CCC(C(N)=O)CC2)cc1C	101.9	99.2	95.6	101.6	-18.3	0.0	101.9	-6.7
O=C(NC1CCCC1)c1cnn2c(C(F)(F)F)cc(-c3ccc4c(c3)OCO4)nc12	98.1	98.0	97.4	101.8	2.5	0.0	99.8	-21.3
O=C(CCNC(=O)Cn1ccc2ccccc2c1=O)NCc1ccccn1	68.9	101.4	100.6	89.2	-3.6	1.0	91.9	2.3
COc1cc(CCN2C(=O)c3cccc4cccc(c34)C2=O)c(S(=O)(=O)N2CCC(C)CC2)cc1OC	91.7	97.6	86.9	89.6	-8.2	1.0	86.1	-3.1
CC(C)(C)OC(=O)N[C@@H](Cc1ccccc1)c1nnc(SCC(=O)O)o1	99.5	100.8	96.2	104.0	-0.3	2.0	102.6	17.6
CCCC(=O)NC(c1ccc(N(C)C)cc1)c1ccc2cccnc2c1O (stereo not drawn)	101.1	100.3	101.2	105.3	-16.6	0.0	94.0	-7.8
O=C(Cn1nc(C(=O)O)c2ccccc2c1=O)Nc1ccc(Cl)c(S(=O)(=O)N2CCOCC2)c1	103.0	100.7	101.2	103.8	-3.0	0.0	90.6	0.0

High-throughput results as filed in PubChem BioAssay.

Outcome played no part in choosing rows (roughly 1.7% active in at least one column).
